Bioassay records: PubChem, several laboratories
S1P4 antagonist – antagonists of human S1P4 receptor. O95977. S1P4-expressing cells, antagonist mode, reporter read-out. inhibition, % at 4.98 µM. hit rate 0.26% among 220,000. AID 1510; in the data active = inhibition above about 29%;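 note: 0% = wells stimulated with agonist and 100% = vehicle wells without agonist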
Target sequence (O95977 whole entry, looked up): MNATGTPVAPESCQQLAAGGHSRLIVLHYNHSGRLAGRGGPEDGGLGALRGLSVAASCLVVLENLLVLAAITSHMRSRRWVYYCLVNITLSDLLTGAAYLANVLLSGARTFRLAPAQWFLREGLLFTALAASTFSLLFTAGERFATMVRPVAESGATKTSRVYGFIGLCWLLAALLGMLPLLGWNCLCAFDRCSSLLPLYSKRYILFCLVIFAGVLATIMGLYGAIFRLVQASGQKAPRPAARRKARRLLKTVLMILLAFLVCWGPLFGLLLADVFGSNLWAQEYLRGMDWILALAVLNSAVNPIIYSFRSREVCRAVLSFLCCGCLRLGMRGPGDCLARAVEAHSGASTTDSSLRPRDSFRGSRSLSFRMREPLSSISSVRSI
MDM2 E3 inh – inhibitors of human Mdm2 E3 ubiquitin ligase. cell-based MDM2 ubiquitination luciferase reporter, 2 h; 0 = plate control, 100 = twice control, blank-subtracted. signal enhancement, % at 5 µM. hit rate 0.11% among 210,000;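 active = signal enhancement of 30% or more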;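 note: luminescence tracks abundance of the self-degrading MDM2-luciferase fusion protein; higher signal means inhibition of MDM2 E3 ligase activity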
Target sequence (Q00987 whole entry, looked up, the tested form may be a part): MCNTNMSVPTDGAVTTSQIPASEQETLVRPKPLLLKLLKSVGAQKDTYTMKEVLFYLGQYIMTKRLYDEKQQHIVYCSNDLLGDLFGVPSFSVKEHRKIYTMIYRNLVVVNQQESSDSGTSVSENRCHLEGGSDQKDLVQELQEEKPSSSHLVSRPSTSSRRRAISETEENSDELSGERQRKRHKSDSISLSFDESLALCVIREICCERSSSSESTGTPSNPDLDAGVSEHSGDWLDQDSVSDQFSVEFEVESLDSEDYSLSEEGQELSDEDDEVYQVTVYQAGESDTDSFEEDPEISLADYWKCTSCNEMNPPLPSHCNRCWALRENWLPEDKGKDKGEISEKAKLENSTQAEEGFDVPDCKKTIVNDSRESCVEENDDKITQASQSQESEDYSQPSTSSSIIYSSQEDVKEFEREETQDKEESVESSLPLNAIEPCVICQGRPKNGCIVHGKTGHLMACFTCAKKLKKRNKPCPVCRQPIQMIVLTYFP
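Assay system: mammalian cells stably expressing self-ubiquitinating, self-degrading MDM2 E3–luciferase fusion. Quantity: 2000 cells in each well. Medium: DMEM culture medium. Compound dosing: single-point 5 µM. Timing: cell settling 4 h, compound treatment 2 h, both 37 °C. Technique: luciferase luminescence. Read-out basis: percent signal gain over controls, blank-subtracted. Benchmarks: plate controls and plate blanks.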
PERK inh – blocks human PERK kinase; Q9NZJ5; CHO PERK-DD fusion, SEAP luminescence translation reporter; inhibition, % at 5.6 µM; hit rate 0.17% among 220,000; AID 1416;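 active = inhibition above the mean inhibition of all tested compounds plus 3 SD, set separately per screening campaign, cut at about 2.9% in these data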;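 note: PERK kinase domain activated by AP20187 dimerizer at 100 nM; 0% = DMSO with dimerizer and 100% = rapamycin at 8.4 µM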
S1P4 ag – activates the human S1P4 receptor | O95977 | S1P4-expressing cell line, agonist reporter assay | activation, % at 4.98 µM | hit rate 0.35% among 220,000; in the data active = activation above about 11%;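 note: 0% = DMSO vehicle and 100% = reference agonist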
Wee1 stabilizer – blocks degradation of human Wee1 kinase. P30291. HeLa Luc-Wee1K328M stability, luciferase luminescence; 100% = proteasome inhibitor MG132 effect. reporter increase, % at 5 µM. hit rate 1.2% among 220,000. AID 1321;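 active = activation above the mean of all tested compounds plus 3 SD, set per screening run, cut at about 8.8% in these data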;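 note: cells exposed to compound for 20 h before luminescence read; 0% = DMSO alone and 100% = MG132 at 30 µM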
eIF4E-4G inh – eIF4E/eIF4G interaction inhibition in translation initiation; P63073+Q04637; TR-FRET eIF4E-eIF4GI(517-606) binding, 2 h; inhibition, % at 21.7 µM; hit rate 0.37% among 220,000; AID 782;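 active = inhibition above about 30%, limit read from the data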;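 note: 0% = full FRET control wells and 100% = background wells lacking eIF4GI fragment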
NPY-Y2 PAM-ag – potentiators or agonists of human neuropeptide Y receptor Y2 | cells expressing NPY-Y2, potentiator/agonist read-out | hit rate 0.45% among 220,000 | activation, % at 3.6 µM | AID 1359 | P49146; in the data active = activation above about 27%;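 note: cells stimulated with NPY near EC25 plus isoproterenol at EC100; 0% = vehicle plus submaximal agonist and 100% = vehicle plus saturating agonist; some results beyond the cut were filed as inactive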
BaF3 parental – counter-screen for JAK2V617F inhibitors: parental Ba/F3 viability inhibitors | CellTiter-Glo ATP luminescence | inhibition, % at 5.6 µM | hit rate 1.1% among 220,000 | AID 1486;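 active = inhibition above a per-campaign cutoff, the mean inhibition of all tested compounds plus 3 SD, cut at about 27% in these data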;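 note: 0% = DMSO wells and 100% = JAK Inhibitor I control wells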
Ba/F3 V617F tox – loss of viability in JAK2V617F-driven Ba/F3 cells. Ba/F3 EpoR-JAK2V617F viability, ATP luminescence. inhibition, % at 5.6 µM. hit rate 1.1% among 220,000. AID 1446;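 active = inhibition above the campaign mean plus 3 SD over all tested compounds, cut at about 24% in these data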;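 note: cytokine-independent growth of Ba/F3 cells driven by EpoR plus mutant JAK2; 0% = DMSO-treated cells and 100% = JAK inhibitor I control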
Active calls of the source: *; · = not tested or not shown; & = joins results of further samples; [ ] = dose if it differs, or a comment. Rows are unselected, and some 4.1% of all compounds hit somewhere here.

SMILES	S1P4 antagonist	MDM2 E3 inh	PERK inh	S1P4 ag	Wee1 stabilizer	eIF4E-4G inh	NPY-Y2 PAM-ag	BaF3 parental	Ba/F3 V617F tox
COc1ccccc1C(=O)Nc1ccc(C(=O)c2ccccc2)cc1	-1	4	0.9	2.6	0	6	1	4	2
C#CCOCCOCCOCCNc1nc(N2CCN(C(=O)[C@H](CCCCN)n3cc(CCCC)nn3)CC2)nc(N2CCN(C(=O)[C@H](Cc3ccc(O)cc3)n3cc(CCO)nn3)CC2)n1	-13	·	-0.1	1.7	-4	0	10	2	-3
COc1cc(C(=O)NCc2nnc(SCC(=O)Nc3nc4ccc(C)cc4s3)o2)cc(OC)c1OC	0	-6	1.1	-2.6	1	-5	-1	2	-5
CCOC(=O)c1cccc(NC(=O)c2cc3sccc3n2C)c1	16	-8	-1.0	0.0	0	-7	2	4	-1
O=C(/C=C/c1cccnc1)c1ccc(NC(=O)c2cccc(Br)c2)cc1	4	12	0.2	0.1	-1	-7	-3	2	-2
Cc1nnc(Nc2ccc(C(=O)N3CCOCC3)cc2)c2ccccc12	2	-16	0.4	0.4	-1	2	7	1	2
CC(=O)Cc1nsc(Nc2ccc3c(c2)OCCO3)n1	-1	-5	2.5	-1.5	5	-1	-10	1	1
CCOc1cc(/C=C2/N=C(C)C(C(=O)OC)=C2O)ccc1O	-6	-7	-0.2	1.2	-2	1	-10	5	-1
CC1Cc2ccccc2C(=O)N1 (stereo not drawn)	-23	-16	0.0	0.6	0	-13	-2	2	1
COC(=O)C(OC(=O)c1ccc(OC)cc1)C(=O)OC	6	·	0.6	-0.2	-2	5[fluorescence artefact?]	7	3	-2
O=C1c2ccccc2NC(c2ccc(-c3cccc(Cl)c3)o2)N1O (stereo not drawn)	-9	-27	-0.8	-2.5	6	2	1	2	-4
C=CCn1c(Oc2cc(C)ccc2C)nc2c1c(=O)n(C)c(=O)n2C	5	-7	0.1	0.8	-2	2	-5	4	0
O=C1CC(SCc2nc3ccccc3[nH]2)C(=O)N1c1cccc(F)c1 (stereo not drawn)	0	-10	-0.6	-1.7	-2	3	-11	3	3
COc1ccc2c(c1)CCC/C2=N\Nc1nc(C(=O)NN)cs1	1	-17	-1.5	-0.4	4	3	0	5	0
COC(=O)Cc1cc(=O)n2[nH]cnc2n1	-10	-18	0.5	0.6	-3	-5	-4	-4	-2
CC(=O)Nc1ccc(S(=O)(=O)Nc2cccc(NC(=O)c3ccco3)c2)cc1	-6	-6	0.8	-0.7	-2	0	10	6	0
CC12CCC(C(=O)NCc3ccc4c(c3)OCO4)(CC1=O)C2(C)C (stereo not drawn)	-22	14	-0.5	2.9	4	3	-4	3	-1
COCCn1c(SCC(=O)Nc2cc(C)on2)nnc1-c1ccco1	-11	-9	0.7	0.2	3	-1[fluorescence artefact?]	7	1	-6
C=CCn1c(=O)c2ccccc2n2c(SCC(=O)NCCc3ccccc3)nnc12	4	-2	-0.9	0.8	5	2	-7	9	5
Cc1sc2nc(CSc3ccccc3)nc(N3CCC(C(N)=O)CC3)c2c1C	-10	-3	0.0	0.6	-1	1	1	5	0
Cc1ccc(N2C(=O)C(O)(C(F)(F)F)C3=C2CC(C)(C)CC3=O)cc1 (stereo not drawn)	-11	0	1.5	-1.1	4	3	14	2	-4
O=[N+]([O-])c1ccccc1-c1ccc(C(=S)N2CCCCC2)o1	16	-9	1.0	0.7	3	10	3	-3	-1
Cc1ccccc1C(=O)NCCCCc1ccccc1	-16	2	0.2	0.8	-4	19	-11	2	-4
COc1ccc(CN2CN(c3ccc(Cl)cc3)C(=O)N(n3cnnc3)C2)cc1	-12	-3	1.3	0.4	-2	-3	9	8	-2
CN1CCc2cc3c(c4c2C1CC41CCC(=NO)CC1)OCO3 (stereo not drawn)	-19	-15	0.4	-0.7	-3	-13	6	3	0
CCCC1OC23CCCCC2C(C#N)(C#N)C1(C#N)C(=N)O3 (stereo not drawn)	-10	3	-0.2	2.8	2	2[fluorescence artefact?]	8	1	5
O=C(CCCc1c[nH]c2ccccc12)N1CCCCCC1	14	-15	-0.3	-1.7	2	3	9	4	-2
Cc1ccc(C(NC(N)=O)c2ccccc2)cc1 (stereo not drawn)	-15	1	-0.1	1.5	3	2	0	4	1
CSc1ccccc1NC(=O)CN1CCCCC1	-26	-12	1.6	-2.3	6	2	4	-1	-5
CCc1ccc(OCC(=O)Nc2ccc(-c3nc4ccccc4o3)c(O)c2)cc1	10	0	0.6	-3.5	3	-34	-10	2	0
Cc1cccc(N(CC(=O)Nc2ccc(-c3nc4ccc(C)cc4s3)cc2)S(C)(=O)=O)c1	-2	-11	1.3	-4.4	4	-36	9	4	-1
S=C(NCCc1ccccc1)NCc1ccccc1Cl	-21	-3	0.0	0.5	0	2	-4	0	-4
Cc1ccccc1OCc1nnc(SCc2cc(=O)[nH]c3ccccc23)o1	-11	-2	0.3	-1.4	0	-7	2	1	-1
O=Cc1c[nH]c2ncccc12	5	·	-0.4	-1.4	0	-7	-10	-2	-2
Cc1nc2nc(-c3ccco3)[nH]n2c(=O)c1C	-1	-6	0.1	-1.0	-1	-2	-16	1	-1
CC(Oc1ccc2oc(-c3ccccc3)c(C(=O)O)c2c1)C(=O)O (stereo not drawn)	13	4	0.5	-0.6	-1	-12	-9	8	0
CCN(CC)S(=O)(=O)c1ccc(N2CCOCC2)c(NS(=O)(=O)c2ccc(OC)cc2)c1	-8	·	0.1	2.2	2	-8	-19	-9	2
O=C(NC1CCC(C(=O)O)CC1)OCc1ccccc1 (stereo not drawn)	3&14	-15&-10	0.3&0.6	-1.1&1.0	-1&-2	-9[fluorescence artefact?]	-2&-6	0&7	-4&0
OCC1(Cc2cccc(C(F)(F)F)c2)CCN(Cc2cc3ccccc3o2)CC1	-3	-8	-0.1	1.5	-3	-2	5	6	1
CN1CCCN(C(=O)CC2(CC(=O)O)CCCC2)CC1	10	-21	0.6	0.2	5	2	10	1	-6
CCOC(=O)c1c(NC(=O)c2nn(CC)cc2Br)sc2c1CCCCC2	-6	-7	0.0	0.8	3	0	8	3	-2
NC(=O)[C@@H]1CCCN1Cc1nc(-c2cccs2)no1	-13	1	0.8	1.0	11*	1	-17	2	2
CCOc1cc(C(=S)N2CCCC2)ccc1OCC(=O)Nc1c(C)cc(C)cc1C	-9	-3	-0.7	-1.2	0	-2	-12	7	2
O=C(C1CCCCC1)N1CCN(c2ccccc2F)CC1	-2	-1	1.0	1.8	2	-2[fluorescence artefact?]	0	-3	-4
O=C(CCc1nnc(COc2ccccc2)o1)NCCc1cccs1	-12	-10	1.1	2.0	-2	-1	-5	6	-1
CN1CCN(C(=O)c2cc3ccccc3oc2=O)CC1	-3	-7	0.2	0.5	2	-2	-10	4	3
O=C(O)c1cccc(NC(=S)N/N=C/c2ccccc2OCc2cccc(Br)c2)c1	0	-17	-0.3	1.6	4	3	-6	4	2
O=C(Cn1cnc2ccccc2c1=O)c1ccc(Cl)cc1	3	·	-0.5	0.6	5	2	-3	8	5
CC(=O)NCCCc1nc2ccccc2n1Cc1c(F)cccc1Cl	-10	-24	0.5	52*	-1	6	11	3	-4
COc1ccccc1CC(NC(C)=O)C(=O)NC1CCN(C(=O)Nc2ccccc2Cl)CC1 (stereo not drawn)	0	6	-0.5	3.5	-3	2	9	7	0
CCOc1ccc2nc(NC(=O)Nc3cccs3)sc2c1	12	·	-0.8	2.7	2	5	13	6	-3
COc1cccc(C2CC(c3ccccc3Cl)n3nnnc3N2)c1 (stereo not drawn)	-32	-6	-0.1	1.8	-1	-1	-6	4	-3
Cc1ccc(/C=N/NC(=O)c2ccco2)s1	-6	-14	-1.0	-0.8	-1	-3[fluorescence artefact?]	-16	-5	-2
Cn1c(=O)c2cc(S(=O)(=O)NC(Cc3ccccc3)C(=O)NCc3ccco3)ccc2n(C)c1=O (stereo not drawn)	-15	-15	0.7	0.2	-2	-3	8	5	-3
CCC(=O)Nc1ccc(C(=O)CSc2nnc(-c3ccc(NS(=O)(=O)CC)cc3)o2)cc1OC	-4	·	0.1	0.2	0	10	-10	-9	1
O=C(NCc1nc2ccccc2[nH]1)c1cc2ccccc2oc1=O	11	-6	0.4	-1.1	7	5	-4	3	6
Cc1nc(-c2noc(-c3ccc(Cl)cc3)n2)c(C(F)(F)F)o1	-7	-20	0.9	0.2	0	-5	3	-2	3
Cc1csc(=N)n1-c1ccc(Cl)cc1	18	-20	1.2	-1.5	3	13	3	0	-1
Fc1ccc(N2CCN(Cc3cnc(N4CCOCC4)s3)CC2)cc1	-15	9	1.2	-1.3	-1	4	-2	6	3
CCN(CC)c1ccc(-n2c(O)c(C=C3N=c4ccccc4=N3)sc2=S)cc1	-12	-12	1.1	2.8	-3	4	5	2	-1

(continued)
SMILES	S1P4 antagonist	MDM2 E3 inh	PERK inh	S1P4 ag	Wee1 stabilizer	eIF4E-4G inh	NPY-Y2 PAM-ag	BaF3 parental	Ba/F3 V617F tox
O=C(N/N=C/c1ccncc1)/C(=C/c1ccccc1)NC(=O)c1ccccc1	-2	-1	0.7	-0.4	1	-2	-1	-1	-2
O=S1(=O)CC(N2CCCCC2)C(N2CCCCC2)C1 (stereo not drawn)	-7	8	0.0	0.6	1	0	2	11	2
CC(C)Cc1nnc(NC(=O)c2cc(-c3ccccc3)nc3ccccc23)s1	2	8	1.2	1.6	2	11	4	-2	-7
CC(=O)Nc1ccc(C)c([N+](=O)[O-])c1	3	·	0.2	-0.4	4	0	4	2	-2
NS(=O)(=O)c1ccc(CCNC(=O)CSc2nc3ccsc3c(=O)n2CC2CCC(C(=O)O)CC2)cc1 (stereo not drawn)	4	-3	0.6	-0.8	11*	1	-8	6	1
O=C(CCn1cnc2ccccc21)N=Nc1c(O)[nH]c2ccccc12	10	11	0.6	-0.7	5	0	-24	0	2
CCCN1Cc2cccc(C(=O)NCc3ccc(C)cc3)c2C1=O	-10	-5	0.0	-2.5	9.3*	2	-17	1	-4
O=C(CCc1nnc(CCC2CCCCC2)o1)NCCc1cccnc1	-3	7	-0.2	0.2	0	0	6	-1	-1
CCC/C=N/NC(=O)c1cccc(Br)c1	-4	-14	0.1	1.7	-2	6	-13	4	0
CCOC(=O)c1sc(NC(=S)NC(=O)C23CC4CC(CC(C4)C2)C3)cc1C	2	-7	0.5	0.5	9.4*	-2[fluorescence artefact?]	-12	5	-2
O=C(NCCc1ccccc1)C(=S)N1CCCCC1	-9	-1	1.8	1.7	2	5	-4	7	-2
CCCC(c1nnnn1C(C)(C)CC)N(CCCO)Cc1cc2cc(C)cc(C)c2[nH]c1=O (stereo not drawn)	-11	-16	-1.3	0.2	2	2	-13	1	-2

Grouped by structure, the compounds so far with a nitro group on carbon
SMILES	S1P4 antagonist	MDM2 E3 inh	PERK inh	S1P4 ag	Wee1 stabilizer	eIF4E-4G inh	NPY-Y2 PAM-ag	BaF3 parental	Ba/F3 V617F tox
O=[N+]([O-])c1ccccc1-c1ccc(C(=S)N2CCCCC2)o1	16	-9	1.0	0.7	3	10	3	-3	-1
CC(=O)Nc1ccc(C)c([N+](=O)[O-])c1	3	·	0.2	-0.4	4	0	4	2	-2
